Assay outcomes as filed in PubChem BioAssay.
Rac1 mut GTP: human Rac1 activated mutant GTP binding change; P63000; GST-Rac1 activated beads, fluorescent GTP binding, flow cytometry; actives lie on both sides; 100% means binding = to untreated wells; percent activity (GTP binding), % at 10 µM; actives 0.11% (n = 190,000); AID 764;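 active = GTP binding at least 20 percentage points away from the 100% baseline, in either direction, so actives lie on both sides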
Rab2A wt mod: changes GTP binding to wildtype dog Rab2A, up or down; P61105; GST-Rab2 wt beads, Bodipy-GTP binding, flow cytometry; GTP binding activity, % at 10 µM; actives 0.19% (n = 190,000);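 active = GTP binding activity at least 20 points away from 100%, either lowered or raised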;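 also: 0% = beads with excess unlabeled GTP and 100% = no-compound control corrected for plate trend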
Cdc42 wt GTP: changes GTP binding to wildtype human Cdc42 | AID 761 | actives 0.2% (n = 190,000) | GST-Cdc42 beads, Bodipy-GTP binding, flow cytometry; actives lie on both sides | percent activity (GTP binding), % at 10 µM;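 active = percent activity GTP binding at least 20 points away from the 100% baseline, either down as inhibitor or up as activator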;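 also: median bead fluorescence of bound Bodipy-FL-GTP at 100 nM; 0% = excess unlabeled GTP control and 100% = no compound control; below 100% means less GTP binding so inhibitor and above means activator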
Target sequence (P60953 whole entry, looked up): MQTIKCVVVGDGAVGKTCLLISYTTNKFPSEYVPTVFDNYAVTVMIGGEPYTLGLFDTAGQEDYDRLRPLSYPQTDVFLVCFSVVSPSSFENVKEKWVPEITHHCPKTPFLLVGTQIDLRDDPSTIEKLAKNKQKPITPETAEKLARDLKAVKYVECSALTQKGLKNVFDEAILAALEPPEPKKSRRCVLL
ABCB1 block: blocks JC-1 efflux by human ABCB1 transporter; CCRF-Adr cells, flow cytometry; actives 0.067% (n = 190,000); P08183; inhibition, % at 6.6 µM; in the data active = inhibition above about 40%;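 also: 0% = vehicle and 100% = reference inhibitor; higher value means more JC-1 retained so stronger ABCB1 efflux block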
Rab7 wt GTP bind: dog Rab7 wildtype GTP binding, inhibitors and activators; AID 758; GTP binding activity (percent of control), % at 10 µM; GST-Rab7 beads, fluorescent GTP binding, flow cytometry; actives lie on both sides; untreated = 100%, excess cold GTP = 0%; actives 0.055% (n = 190,000);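 active = fluorescent GTP binding to Rab7 beads changed by at least 20 points from the 100% baseline, either direction, mostly lower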;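 also: median green fluorescence of bound Bodipy-FL-GTP per Rab7 bead population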
ABCG2 inh: blocks JC-1 efflux by human ABCG2 transporter; Q9UNQ0; AID 1325; actives 0.1% (n = 190,000); inhibition, % at 6.6 µM; IgMXP3 cells, flow cytometry;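 active = inhibition above 80%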;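 also: 0% = DMSO and 100% = nicardipine control wells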
Target sequence (Q9UNQ0 whole entry, looked up): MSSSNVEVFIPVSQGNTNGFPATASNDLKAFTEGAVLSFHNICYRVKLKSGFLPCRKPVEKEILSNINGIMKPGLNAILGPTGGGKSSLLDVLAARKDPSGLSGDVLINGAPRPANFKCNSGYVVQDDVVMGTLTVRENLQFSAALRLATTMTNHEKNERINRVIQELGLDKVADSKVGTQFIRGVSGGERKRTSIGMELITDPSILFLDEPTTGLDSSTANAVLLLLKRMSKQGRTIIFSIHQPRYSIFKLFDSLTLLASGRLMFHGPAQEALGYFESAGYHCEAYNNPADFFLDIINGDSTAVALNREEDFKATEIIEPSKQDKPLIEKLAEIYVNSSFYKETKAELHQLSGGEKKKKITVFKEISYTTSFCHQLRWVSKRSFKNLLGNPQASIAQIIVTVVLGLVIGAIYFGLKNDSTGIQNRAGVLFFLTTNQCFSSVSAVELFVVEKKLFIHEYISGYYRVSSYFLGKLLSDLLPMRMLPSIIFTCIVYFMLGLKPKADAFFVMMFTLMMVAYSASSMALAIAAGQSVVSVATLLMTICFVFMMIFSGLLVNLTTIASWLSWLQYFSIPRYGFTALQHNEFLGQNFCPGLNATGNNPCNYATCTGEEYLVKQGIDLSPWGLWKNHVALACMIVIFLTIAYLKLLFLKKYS
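Measure – % inhibition of efflux relative to nicardipine and DMSO · Test system – ABCG2 IgMXP3 and barcoded ABCB1 CCRF-Adr cell mix · Control set – nicardipine as high control, DMSO as low control · Compound – one concentration, 6.6 µM final · Signal – flow cytometry of retained JC-1 fluorescence · Timing – 10 min exposure at 25 °C with rotation, no wash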
GSH fluor: GSH bead compound fluorescence profile; GSH beads flow cytometry, compound fluorescence 488/530 nm; stronger effect = higher value; fluorescence (KMESF) at 10 µM; actives 0.25% (n = 190,000); AID 1776; in the data active = fluorescence above about 89;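 also: glutathione beads carrying GST-tagged Bcl family fusion proteins plus one bare bead set; values are compound well signal with DMSO vehicle wells as background; inactives centre near 16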
HRas wt GTP: modulators of GTP binding to human HRas wildtype; P01112; GST-Ras wt beads, Bodipy-FL-GTP binding, flow cytometry; actives lie on both sides; GTP binding activity, % at 10 µM; actives 0.14% (n = 190,000); AID 759;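 active = GTP binding activity at least 20% away from the 100% baseline, either lowered as inhibitor or raised as activator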;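 also: 0% = unlabeled GTP competition control and 100% = no-compound control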
Target sequence (P01112 whole entry, looked up): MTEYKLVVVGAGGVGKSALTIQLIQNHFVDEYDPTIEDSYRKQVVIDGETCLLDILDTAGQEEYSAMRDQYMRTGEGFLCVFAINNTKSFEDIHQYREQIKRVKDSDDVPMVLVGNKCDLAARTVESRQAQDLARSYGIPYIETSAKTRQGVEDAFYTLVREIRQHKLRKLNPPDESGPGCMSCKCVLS
Avidin fluor: avidin bead compound fluorescence profile. Avidin beads, compound fluorescence 488/530 nm, flow cytometry; stronger effect = higher value. fluorescence (KMESF) at 10 µM. actives 0.38% (n = 220,000). AID 1775; in the data active = fluorescence above about 47; also: inactives centre near 10
Pf gametocyte: P. falciparum stage V gametocyte viability inhibition; P. falciparum stage V gametocytes, ATP luminescence, 24 h; inhibition, % at 10.9 µM; actives 0.065% (n = 150,000);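 active = inhibition above the mean plus 3 SD of compounds within the control limits, set per campaign, cut at about 38% in these data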;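 also: 0% = DMSO wells and 100% = medium only without gametocytes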
Rac1 wt modul: human Rac1 wildtype GTP binding, inhibitors and activators; P63000; GST-Rac1 beads, fluorescent GTP binding, flow cytometry; actives lie on both sides; 0 = cold GTP competed, 100 = untreated; GTP binding activity (% of control), % at 10 µM; actives 0.27% (n = 190,000); AID 757;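 active = GTP binding activity at least 20 points away from the 100% control level, either lower or higher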
An asterisk follows results filed as active; x = no result given. No enrichment for hits (roughly 1.1% active in at least one column).

The first 13 records, to show the layout:
item	Compound	HRas wt GTP	Rab2A wt mod	ABCG2 inh	Rac1 mut GTP	Rab7 wt GTP bind	Avidin fluor
1	Cc1ccc(NC(=O)COC(=O)CNC(=O)c2ccc(C)s2)cc1	101	99	1	96	104	11
2	O=C(Nc1ccc([N+](=O)[O-])cc1)C1CC1(c1ccccc1)c1ccccc1 (stereo not drawn)	97	95	47	96	98	5
3	CCCn1c(=NC(C)=O)c(C(=O)OCC)cc2c(=O)n3ccccc3nc21	104	100	4	100	100	34
4	CCOC(=O)c1c(C)[nH]c(C)c1C(=O)CSc1nc2ccccc2[nH]1	102	102	3	101	103	9
5	CC(C)COC(=O)C1C2C=CC3(CN(C4CCCC4)C(=O)C13)O2 (stereo not drawn)	100	97	0	99	99	10
6	Cc1ccc(C(=O)Nc2cccc3ncccc23)cc1[N+](=O)[O-]	95	98	7	94	98	10
7	O=C1CCCC2=C1C(c1ccsc1)CC(=O)N2c1ccccc1 (stereo not drawn)	97	99	6	97	95	10
8	O=C1CCCc2c1[nH]c1c(Br)cccc21	101	101	41	98	102	14
9	CC(C)c1ccccc1NC(=O)CNC(C)c1ccc(F)cc1 (stereo not drawn)	95	96	27	95	104	9
10	Cn1cc(NC(=O)OCc2ccc(Cl)cc2)c(C(F)(F)F)n1	96	97	15	97	97	10

item	Cdc42 wt GTP	Rac1 wt modul	ABCB1 block	Pf gametocyte	GSH fluor
1	98	100	0.2	16	12
2	99	97	0.6	-28	13
3	107	107	0.3	x	12
4	105	107	-0.7	x	10
5	97	103	0.2	x	22
6	96	99	0.3	-12	18
7	100	98	1.7	x	23
8	100	106	0.0	-16	38
9	95	96	2.9	-1	14
10	98	97	0.1	-6	15

item	Compound	HRas wt GTP	Rab2A wt mod	ABCG2 inh	Rac1 mut GTP	Rab7 wt GTP bind	Avidin fluor
11	C=CCn1cc(Cl)c(=O)n(CC=C)c1=O	96	95	2	96	97	11
12	Cc1ccc(SCCC(=O)OCC(=O)NCC2CCCCC2)cc1	97	101	-5	95	101	9
13	CC(C)(C)NC(=O)Cn1nnc(-c2ccccc2NC(=O)c2ccco2)n1	99	95	3	96	98	20

item	Cdc42 wt GTP	Rac1 wt modul	ABCB1 block	Pf gametocyte	GSH fluor
11	97	95	0.6	x	38
12	99	101	-1.3	0	15
13	96	101	0.3	x	16

Results, from the start:
item	Compound	HRas wt GTP	Rab2A wt mod	ABCG2 inh	Rac1 mut GTP	Rab7 wt GTP bind	Avidin fluor
1	Cc1ccc(NC(=O)COC(=O)CNC(=O)c2ccc(C)s2)cc1	101	99	1	96	104	11
2	O=C(Nc1ccc([N+](=O)[O-])cc1)C1CC1(c1ccccc1)c1ccccc1 (stereo not drawn)	97	95	47	96	98	5
3	CCCn1c(=NC(C)=O)c(C(=O)OCC)cc2c(=O)n3ccccc3nc21	104	100	4	100	100	34
4	CCOC(=O)c1c(C)[nH]c(C)c1C(=O)CSc1nc2ccccc2[nH]1	102	102	3	101	103	9
5	CC(C)COC(=O)C1C2C=CC3(CN(C4CCCC4)C(=O)C13)O2 (stereo not drawn)	100	97	0	99	99	10
6	Cc1ccc(C(=O)Nc2cccc3ncccc23)cc1[N+](=O)[O-]	95	98	7	94	98	10
7	O=C1CCCC2=C1C(c1ccsc1)CC(=O)N2c1ccccc1 (stereo not drawn)	97	99	6	97	95	10
8	O=C1CCCc2c1[nH]c1c(Br)cccc21	101	101	41	98	102	14

item	Cdc42 wt GTP	Rac1 wt modul	ABCB1 block	Pf gametocyte	GSH fluor
1	98	100	0.2	16	12
2	99	97	0.6	-28	13
3	107	107	0.3	x	12
4	105	107	-0.7	x	10
5	97	103	0.2	x	22
6	96	99	0.3	-12	18
7	100	98	1.7	x	23
8	100	106	0.0	-16	38

The list continues:
item	Compound	HRas wt GTP	Rab2A wt mod	ABCG2 inh	Rac1 mut GTP	Rab7 wt GTP bind	Avidin fluor
9	CC(C)c1ccccc1NC(=O)CNC(C)c1ccc(F)cc1 (stereo not drawn)	95	96	27	95	104	9
10	Cn1cc(NC(=O)OCc2ccc(Cl)cc2)c(C(F)(F)F)n1	96	97	15	97	97	10
11	C=CCn1cc(Cl)c(=O)n(CC=C)c1=O	96	95	2	96	97	11
12	Cc1ccc(SCCC(=O)OCC(=O)NCC2CCCCC2)cc1	97	101	-5	95	101	9
13	CC(C)(C)NC(=O)Cn1nnc(-c2ccccc2NC(=O)c2ccco2)n1	99	95	3	96	98	20
14	COc1ccc(OC)c(S(=O)(=O)Nc2ccc(OCC(=O)O)cc2)c1	102	102	-2	98	102	8
15	Cn1c(CCN2CCCCC2)nc2cc(NC(=O)NC3CCCCC3)ccc21	102	102	2	99	104	10
16	Cc1ccc(S(=O)(=O)N2CCN(S(=O)(=O)N(C)C)CC2)cc1	101	100	6	97	103	11

item	Cdc42 wt GTP	Rac1 wt modul	ABCB1 block	Pf gametocyte	GSH fluor
9	95	96	2.9	-1	14
10	98	97	0.1	-6	15
11	97	95	0.6	x	38
12	99	101	-1.3	0	15
13	96	101	0.3	x	16
14	102	107	-2.1	x	20
15	100	100	0.6	-20	24
16	103	98	1.1	4	17

(list continues)
item	Compound	HRas wt GTP	Rab2A wt mod	ABCG2 inh	Rac1 mut GTP	Rab7 wt GTP bind	Avidin fluor
17	N#Cc1nc(-c2ccco2)oc1NCc1ccco1	98	97	9	100	97	35
18	Oc1ccccc1CNc1nc2ccccc2n1CCN1CCCCC1	102	102	-1	100	100	7
19	COc1ccc(C)cc1-n1[nH]nnc1=S	99	98	-1	98	97	6
20	CCC1(C)Cc2c(sc3nnn(CC(=O)Nc4ccccc4C)c(=O)c23)CO1 (stereo not drawn)	99	97	1	98	99	34
21	CC(C)Oc1ccc(N2CC(C(=O)Nc3ccc4c(c3)OCO4)CC2=O)cc1 (stereo not drawn)	102	101	2	98	101	7
22	O=C(CSCc1nc2ccccc2[nH]1)N1CCN(c2cccc(Cl)c2)CC1	98	101	28	100	97	10
23	Cc1cc(NC(=O)CS(=O)(=O)c2cn(Cc3cccc(F)c3)c3ccccc23)no1	102	100	2	99	101	11
24	CCC(SCC(=O)OC)C(=O)Nc1nnc(C(C)C)s1 (stereo not drawn)	99	100	-2	98	94	4

item	Cdc42 wt GTP	Rac1 wt modul	ABCB1 block	Pf gametocyte	GSH fluor
17	99	100	1.7	x	47
18	105	106	-1.1	x	20
19	98	98	-0.2	9	16
20	99	96	0.7	x	16
21	100	101	0.6	x	23
22	99	101	2.2	5	25
23	101	99	0.9	2	8
24	100	101	-1.1	x	17

(continued)
item	Compound	HRas wt GTP	Rab2A wt mod	ABCG2 inh	Rac1 mut GTP	Rab7 wt GTP bind	Avidin fluor
25	Nc1cc(=O)[nH]c(SCC(=O)Nc2cccc(Cl)c2)n1	99	100	1	102	99	4
26	N#C/C(=N\Nc1ccc(Cl)cc1)C(=O)c1ccccc1	97	95	3	98	94	6
27	Cc1ccc(NC(=S)NNc2ncc(C(F)(F)F)cc2Cl)c(C)c1	101	102	-1	98	96	3
28	CCC(=O)Nc1cc(C)c(NC(=O)CCc2ccccc2)cn1	104	107	2	101	99	13
29	Cc1ccc(-n2nnnc2SCC(=O)c2c(N)n(CC(C)C)c(=O)n(C)c2=O)cc1	93	93	6	91	92	8
30	CC(=O)Nc1cccc2c1C(=O)N(c1ccccc1C)C2=O	100	103	-1	95	105	10
31	O=C1C(=O)N(CNc2ccccn2)c2ccccc21	106	106	1	99	101	8
32	O=C(COc1cccc2ccccc12)NNC(=O)c1cnccn1	99	98	7	100	99	7

item	Cdc42 wt GTP	Rac1 wt modul	ABCB1 block	Pf gametocyte	GSH fluor
25	102	101	0.7	27	48
26	93	102	0.5	x	11
27	102	100	-0.5	2	64
28	103	101	0.9	x	64
29	95	94	0.9	x	35
30	100	99	-0.4	x	12
31	108	105	0.5	-8	23
32	104	102	0.8	-17	13

Entries from the list above that contain a nitro group on carbon:
item	Compound	HRas wt GTP	Rab2A wt mod	ABCG2 inh	Rac1 mut GTP	Rab7 wt GTP bind	Avidin fluor
2	O=C(Nc1ccc([N+](=O)[O-])cc1)C1CC1(c1ccccc1)c1ccccc1 (stereo not drawn)	97	95	47	96	98	5
6	Cc1ccc(C(=O)Nc2cccc3ncccc23)cc1[N+](=O)[O-]	95	98	7	94	98	10

item	Cdc42 wt GTP	Rac1 wt modul	ABCB1 block	Pf gametocyte	GSH fluor
2	99	97	0.6	-28	13
6	96	99	0.3	-12	18

Next section.
item	Compound	HRas wt GTP	Rab2A wt mod	ABCG2 inh	Rac1 mut GTP	Rab7 wt GTP bind	Avidin fluor
33	Cc1cccc(N2C(=O)CN=C2Nc2nc(C)cc(C)n2)c1	100	102	2	101	101	6
34	NS(=O)(=O)c1ccc(CNC(=O)/C=C/c2ccccc2[N+](=O)[O-])cc1	102	100	9	101	104	12
35	CCn1c(SCC(=O)NCC2CCCO2)nc2c(c1=O)SC(C)C2 (stereo not drawn)	104	106	3	105	101	7
36	CC1(C(=O)NC2CCCCCC2)CCC(=O)N1Cc1ccc2c(c1)OCO2 (stereo not drawn)	98	99	14	100	94	13
37	Cc1ccc2[nH]cc(CCNC(=O)c3cccnc3)c2c1	106	107	3	100	105	10
38	CCOC(=O)c1c(C)n(CCO)c2ccc(O)cc12	103	100	4	99	100	16
39	Cc1ccc(NC(=O)c2sc3nc(N)c(C#N)cc3c2N)cc1	96	92	-2	96	99	22
40	Cc1noc(C)c1C(=O)Nc1nc(C23CC4CC(CC(C4)C2)C3)cs1	103	102	3	99	102	12

item	Cdc42 wt GTP	Rac1 wt modul	ABCB1 block	Pf gametocyte	GSH fluor
33	101	112	0.1	x	11
34	102	100	1.1	-2	15
35	106	111	0.5	x	23
36	99	99	1.2	-6	25
37	105	108	0.1	15	11
38	103	102	0.2	x	26
39	102	99	-1.0	x	10
40	103	106	0.7	x	8

New compounds follow
item	Compound	HRas wt GTP	Rab2A wt mod	ABCG2 inh	Rac1 mut GTP	Rab7 wt GTP bind	Avidin fluor
41	CC[n+]1c(C)sc2c(C)cc(C)cc21	99	96	4	96	94	11
42	S=C1c2ccccc2CN1c1ccccc1	103	101	0	101	104	4
43	C/C(=N\NC(=O)C1CC1)c1cccnc1	102	101	6	101	103	1
44	CCOC(=O)C(=O)Nc1sc(C(=O)N(CC)CC)c(C)c1C#N	99	99	1	98	96	11
45	O=C(CN1CCN(c2ncccn2)CC1)N1CCc2ccccc21	99	98	17	101	98	20

item	Cdc42 wt GTP	Rac1 wt modul	ABCB1 block	Pf gametocyte	GSH fluor
41	100	102	1.3	x	27
42	102	108	-0.3	x	9
43	101	104	0.2	-42	9
44	101	98	-0.1	-13	9
45	103	103	-0.1	x	10
